High-throughput results (PubChem)
AmpC inh detg = qHTS Inhibitors of AmpC Beta-Lactamase (assay with detergent); Potency, µM (series often up to 114 µM), without a hit: at the top dose activity change, negative = inhibition, most hits filed as inhibitors; 0.041% of 370,000 active; P00811; AmpC hydrolysis of nitrocefin, absorbance 480 nm, 0.01% Triton; AID 485294, 2010;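 also: potency is read from the fitted curve at half-maximal effect; 0% = no-compound wells and -100% = no-enzyme wells; nearly all actives have a fitted effect of over 25% in size; some results filed as inactive show a strong effect at the top dose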
Target sequence (P00811 whole entry, looked up): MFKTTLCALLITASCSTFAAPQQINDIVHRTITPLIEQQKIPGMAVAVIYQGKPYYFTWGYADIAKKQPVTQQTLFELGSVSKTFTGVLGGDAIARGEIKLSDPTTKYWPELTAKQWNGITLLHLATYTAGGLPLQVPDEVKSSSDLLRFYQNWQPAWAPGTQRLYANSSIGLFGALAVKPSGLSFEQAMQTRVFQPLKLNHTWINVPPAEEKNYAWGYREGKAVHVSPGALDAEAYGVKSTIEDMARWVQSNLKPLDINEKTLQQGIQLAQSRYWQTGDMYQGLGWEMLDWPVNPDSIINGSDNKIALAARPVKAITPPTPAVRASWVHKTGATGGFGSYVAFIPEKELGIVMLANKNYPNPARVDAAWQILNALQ
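20 mM phosphate pH 7.0 + 0.01% (detergent screen) or 0.0001% Triton X-100; 5.3 nM AmpC reagent; cpd preinc 15 min RT; nitrocefin (800 uM stock) to start; A480 q20 s × 4 min; Activity was normalised to no-enzyme and no-compound control wells.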
AmpC inh no detg = qHTS Inhibitors of AmpC Beta-Lactamase (assay without detergent); P00811; AmpC nitrocefin hydrolysis, absorbance 480 nm, 0.0001% Triton; Potency, µM (series often up to 57.1 µM), for inactives: at the highest dose activity change, negative = inhibition, usual class: inhibitors; 0.52% of 330,000 active;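 also: potency is read from the fitted curve at half-maximal effect; plate controls were no compound for no effect and no enzyme for full effect; nearly all actives have a fitted effect of over 20% in size; some results filed as inactive show a strong effect at the top dose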
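20 mM phosphate pH 7.0 + 0.01% (detergent screen) or 0.0001% Triton X-100; 5.3 nM AmpC reagent; cpd preinc 15 min RT; nitrocefin (800 uM stock) to start; A480 q20 s × 4 min; Activity was normalised to no-enzyme and no-compound control wells.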
HCMV inh = qHTS Assay for inhibitors of the human cytomegalovirus (HCMV); HFF cells, HCMV-luciferase reporter, 72 h; hits give low values; activity change, negative = inhibition, % at 57.5 µM; 4.5% of 410,000 active; in the data active = activity change below about -60%; inconclusive = no clear call, values can overlap the other calls; inactive = above about -39%
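Inhibition of viral replication was scored as loss of reporter luminescence in HFFs infected with HCMV-luciferase (MOI 1 PFU/cell) for 72 h; compounds tested at 2 doses, normalized to buffer and Salinomycin controls.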
AMA1 RON2 block = qHTS for Inhibitors of AMA1-RON; Towards Development of Antimalarial Drug Lead: Primary Screen; AID 720542, 2013; 0.2% of 360,000 active; Potency, µM (top dose mostly 58.2 µM), inactives show top-dose activity change, negative = inhibition, actives largely listed as inhibitors; AlphaScreen AMA1-biotinylated RON2 peptide binding;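 also: potency is read from the fitted curve at half-maximal effect; 0% = vehicle wells and -100% = peptide control; nearly all actives have a fitted effect of over 45% in size; some results filed as inactive show a strong effect at the top dose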
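AMA1 (3D7) with his tag at 25 nM final met compounds first, then biotinylated RON2 peptide at 25 nM; detection used donor plus acceptor beads, 10 µg/mL apiece, read by AlphaScreen after 30 min at room temperature.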
Sm TGR inh = qHTS Assay for the Inhibitors of Schistosoma Mansoni Peroxiredoxins; 3% of 360,000 active; Schistosoma mansoni thioredoxin glutathione reductase (TGR), Q962Y6; Potency, µM (series often up to 114 µM), without a hit: at the top dose activity change, negative = inhibition, actives largely listed as inhibitors; purified TGR, DTNB reduction, TNB absorbance 405 nm; also: potency is read from the fitted curve at half-maximal effect; nearly all actives have a fitted effect of over 60% in size
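Kinetic colorimetric format: TGR-catalysed, NADPH-driven DTNB reduction monitored via TNB absorbance. Enzyme dispensed at 20 nM; compound exposure 15 min at room temperature before reaction start.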
FBPA Giardia inh = qHTS Assay for Inhibitors of Fructose-1,6-bisphosphate Aldolase from Giardia Lamblia. AID 2451, 2010. Potency, µM (titrated, usually from 59.6 µM), for the others: at the top dose activity, negative = inhibition, usual class: inhibitors. purified Giardia FBPA. 0.71% of 290,000 active. A8B2U2; also: potency is read from the fitted curve at half-maximal effect; nearly all actives have a fitted effect of over 55% in size
Target sequence (A8B2U2 whole entry, looked up): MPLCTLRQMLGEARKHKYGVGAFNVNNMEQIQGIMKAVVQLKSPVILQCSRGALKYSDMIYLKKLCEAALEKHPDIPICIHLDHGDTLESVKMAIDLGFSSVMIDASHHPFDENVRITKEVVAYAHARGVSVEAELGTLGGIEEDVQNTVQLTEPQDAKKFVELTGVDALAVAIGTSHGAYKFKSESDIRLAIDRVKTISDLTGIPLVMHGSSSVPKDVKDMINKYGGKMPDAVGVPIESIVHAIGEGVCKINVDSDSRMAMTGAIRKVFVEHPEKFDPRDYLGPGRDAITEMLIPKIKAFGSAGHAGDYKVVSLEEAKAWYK
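40 nM FBPA preincubated 10 min at RT with compound (up to 57.5 uM final), then substrate plus GAPDH/TPI/NAD/arsenate coupling and diaphorase/resazurin added. Fluorescence read after 20 min at RT, 525/598 nm.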
Active calls of the source: *; [ ] = another dose, or the depositor's remark. Unless noted, calls follow the shape of the dose curve; as a rule, active = well fitted curve in the direction sought with a large enough effect; inconclusive = small, poorly fitted or top-dose-only effect, or another doubt; inactive = no such curve, though single readings can be large; an effect the other way counts as inactive or inconclusive. Unless noted, % is scaled to controls: 0 for no effect and ±100 for the full control effect.

How did O=C(c1cccc(S(=O)(=O)NCc2ccccc2)c1)N1CCCC1 do in these assays?
AmpC inh detg: 3%; AmpC inh no detg: -18%; HCMV inh: -15; AMA1 RON2 block: -1%; Sm TGR inh: 7%; FBPA Giardia inh: 2%

What do the screens show for `O=C(NCCC1CCCCN1S(=O)(=O)c1ccc(F)cc1)C(=O)NCC1CCCO1` (centres undefined)?
AmpC inh detg: -6%; AmpC inh no detg: -2%; HCMV inh: -14; AMA1 RON2 block: 3%; Sm TGR inh: 0%

How did COc1cc(CNc2ccc(O)cc2)cc(Br)c1OCc1ccccc1 do in these assays?
AmpC inh detg: 7%; AmpC inh no detg: -21%; HCMV inh: -39; AMA1 RON2 block: 49%[activator]; Sm TGR inh: -23%; FBPA Giardia inh: inconclusive

How did Cc1cc(C)cc(NC(=O)c2cc(S(=O)(=O)N3CCCCCC3)cn2C)c1 do in these assays?
AmpC inh detg: 5%; HCMV inh: -4; Sm TGR inh: 0%

Results for Cc1cccc(N2CCN(C(=O)c3cc4cc(F)ccc4[nH]3)CC2)c1C ?
AmpC inh detg: -2%; AmpC inh no detg: -30%; AMA1 RON2 block: -2%; Sm TGR inh: 0%; FBPA Giardia inh: 1%

Results for O=C(Nc1ccccc1C(=O)Nc1ccc2c(c1)OCO2)c1ccco1 ?
AmpC inh detg: -13%; AmpC inh no detg: -26%; HCMV inh: 2; AMA1 RON2 block: 0%; Sm TGR inh: -1%

Results for CC(C)NC(=O)COC(=O)c1ccccc1C(=O)c1ccccc1 ?
AmpC inh detg: -4%; AmpC inh no detg: -3%[11.4 µM]; HCMV inh: inconclusive; AMA1 RON2 block: 0%; Sm TGR inh: 6%; FBPA Giardia inh: -9%

What do the screens show for `O=C(COc1ccccc1[N+](=O)[O-])N/N=C/c1ccc[nH]1`?
AmpC inh detg: 0%; AmpC inh no detg: -4%; HCMV inh: 9; AMA1 RON2 block: -1%; Sm TGR inh: -4%; FBPA Giardia inh: -11%

Results for Cc1cccc(S(=O)(=O)c2c(N)n(/N=C/c3cccnc3)c3nc4ccccc4nc23)c1 ?
AmpC inh detg: -5%; AmpC inh no detg: -15%; HCMV inh: inconclusive; AMA1 RON2 block: 8%; Sm TGR inh: -13%; FBPA Giardia inh: 14%

How did COc1ccc(CNC(=O)C/C(C)=N/NC(=O)Cc2ccc(OC)c(OC)c2)cc1 do in these assays?
AmpC inh detg: -16%; AmpC inh no detg: -16%; HCMV inh: 29; AMA1 RON2 block: 30%; Sm TGR inh: -6%; FBPA Giardia inh: 0%

What do the screens show for `COc1ccc(CCNC(=O)c2ccc(OCc3c(C)noc3C)cc2)cc1OC`?
AmpC inh detg: -6%; AmpC inh no detg: 15%; HCMV inh: -5; AMA1 RON2 block: 14%; Sm TGR inh: -2%

Results for Cc1ccccc1NC(=O)C(=O)NCC(c1ccc2c(c1)OCO2)N1CCN(c2ccccc2)CC1 (centres undefined) ?
AmpC inh detg: 0%; HCMV inh: inconclusive; Sm TGR inh: 0%

What do the screens show for `CC1CCCN(C(=O)CCNC(=O)c2ccccc2Cl)C1` (centres undefined)?
AmpC inh detg: -9%; AmpC inh no detg: 5%; HCMV inh: -6; AMA1 RON2 block: 84%[activator]; Sm TGR inh: 14%

What do the screens show for `CC(O)[C@H]1CNC(=O)C(=O)N1CCc1cc(C(F)(F)F)cc(C(F)(F)F)c1` (some centres undefined)?
AmpC inh detg: 0%; AmpC inh no detg: -4%; HCMV inh: 6; AMA1 RON2 block: 6%; Sm TGR inh: 26%; FBPA Giardia inh: 9%

What do the screens show for `C=CCn1c(SCc2cccc(OC)c2)nnc1-c1ccncc1`?
AmpC inh detg: -9%; AmpC inh no detg: 11%; HCMV inh: -39; AMA1 RON2 block: 0%; Sm TGR inh: -19%; FBPA Giardia inh: 9%

Results for C[C@@H]1CC(=O)[C@H]2CC(CO)=CCC[C@@H]2[C@@]1(C)CC/C(=C/CO)CO ?
AmpC inh detg: 3%; AmpC inh no detg: 36%; AMA1 RON2 block: 0%; Sm TGR inh: 2%

Results for O=C(CCc1ccccc1)Nc1cc(Cl)ccc1O ?
AmpC inh detg: 2%; AmpC inh no detg: -26%; HCMV inh: -28; AMA1 RON2 block: -4%; Sm TGR inh: -17%; FBPA Giardia inh: -16%

Results for COc1ccc2oc(C(=O)OCC(=O)c3ccc4c(c3)OCCO4)c(C)c2c1 ?
AmpC inh detg: -12%; AmpC inh no detg: -31%; HCMV inh: -21; AMA1 RON2 block: 1%; Sm TGR inh: 3%[11.4 µM]; FBPA Giardia inh: -3%

Results for CC1CCCCN1C(=O)CSc1nc(C2CC2)nc2ccccc12 (centres undefined) ?
AmpC inh detg: -5%; AmpC inh no detg: 17%; HCMV inh: 12; AMA1 RON2 block: 11%; Sm TGR inh: -2%; FBPA Giardia inh: 0%

What do the screens show for `COC(=O)c1ccc(C2CC(=O)Nc3c2c(C)nn3-c2nc(C)cc(C)n2)cc1` (centres undefined)?
AmpC inh detg: -2%; HCMV inh: -6; Sm TGR inh: 0%

Grouped by structure, the compounds so far containing an aryl thioether with sulfur outside any ring
What do the screens show for `C=CCn1c(SCc2cccc(OC)c2)nnc1-c1ccncc1`?
AmpC inh detg: -9%; AmpC inh no detg: 11%; HCMV inh: -39; AMA1 RON2 block: 0%; Sm TGR inh: -19%; FBPA Giardia inh: 9%

Results for CC1CCCCN1C(=O)CSc1nc(C2CC2)nc2ccccc12 (centres undefined) ?
AmpC inh detg: -5%; AmpC inh no detg: 17%; HCMV inh: 12; AMA1 RON2 block: 11%; Sm TGR inh: -2%; FBPA Giardia inh: 0%

Returning to the listing, starting two compounds before the break.
Results for CC1CCCCN1C(=O)CSc1nc(C2CC2)nc2ccccc12 (centres undefined) ?
AmpC inh detg: -5%; AmpC inh no detg: 17%; HCMV inh: 12; AMA1 RON2 block: 11%; Sm TGR inh: -2%; FBPA Giardia inh: 0%

What do the screens show for `COC(=O)c1ccc(C2CC(=O)Nc3c2c(C)nn3-c2nc(C)cc(C)n2)cc1` (centres undefined)?
AmpC inh detg: -2%; HCMV inh: -6; Sm TGR inh: 0%

What do the screens show for `Cc1nn2c([nH]c(=O)c3ccccc32)c1C=O`?
AmpC inh detg: inconclusive; AmpC inh no detg: -9%; HCMV inh: inconclusive; AMA1 RON2 block: 6%; Sm TGR inh: 6%; FBPA Giardia inh: -19%

What do the screens show for `O=C(NCCc1ccccn1)c1cc(-c2cccc3ccccc23)nc2ccccc12`?
AmpC inh detg: -6%; AmpC inh no detg: 14%; HCMV inh: inconclusive; AMA1 RON2 block: -11%; Sm TGR inh: -6%; FBPA Giardia inh: -1%

Results for O=C1OCC(CO)(CO)N=C1NNc1ccccc1[N+](=O)[O-] ?
AmpC inh detg: 1%; AmpC inh no detg: -22%; HCMV inh: 31; AMA1 RON2 block: -8%; Sm TGR inh: 8%; FBPA Giardia inh: -5%

What do the screens show for `COc1ccccc1CNS(=O)(=O)c1cc2c3c(c1)C(C)C(=O)N3CCC2` (centres undefined)?
AmpC inh detg: 5%; AmpC inh no detg: 0%; HCMV inh: -28; AMA1 RON2 block: -1%; Sm TGR inh: -1%

Results for CCC(C)(NC(=O)c1ccccn1)C(=O)NC1CCCC1 (centres undefined) ?
AmpC inh detg: 3%; AmpC inh no detg: -22%; HCMV inh: 3; AMA1 RON2 block: 37%[activator]; Sm TGR inh: 9%; FBPA Giardia inh: 1%

Results for Clc1cccc(-c2nnc(SCc3nc4ccccc4[nH]3)n2Cc2ccco2)c1 ?
AmpC inh detg: -8%; AmpC inh no detg: -4%; HCMV inh: inconclusive; AMA1 RON2 block: 19%; Sm TGR inh: -34%; FBPA Giardia inh: -5%

Results for CN(C(=O)Cn1ncc2c1-c1ccccc1OC2)c1ccc(Br)cc1 ?
AmpC inh detg: 5%; HCMV inh: -16; Sm TGR inh: -3%

How did COC(C)(C)[C@]12CC(O)(C(C)C)ON1[C@H]1CCCCC1N2O (some centres undefined) do in these assays?
AmpC inh detg: -13%; AmpC inh no detg: -11%; HCMV inh: -7; AMA1 RON2 block: 18%; Sm TGR inh: -2%; FBPA Giardia inh: -2%

How did CCc1nnc2c(N(C)S(=O)(=O)c3ccc(C)cc3)nc3ccccc3n12 do in these assays?
AmpC inh detg: 2%; AmpC inh no detg: -4%; HCMV inh: -8; AMA1 RON2 block: 2%; Sm TGR inh: -9%; FBPA Giardia inh: 9%

How did O=C(NCCOc1ccccc1)C1CCC(=O)N(C2CCCCCC2)C1 (centres undefined) do in these assays?
AmpC inh detg: inconclusive; AmpC inh no detg: 92%[activator]; HCMV inh: -16; AMA1 RON2 block: -5%; Sm TGR inh: 4%; FBPA Giardia inh: 9%

How did CC1(C)C2CC=C(/C=N/NC(=O)c3ccc(Cl)cc3)C1C2 (centres undefined) do in these assays?
AmpC inh detg: 0%; AmpC inh no detg: 11µM*; HCMV inh: 23; AMA1 RON2 block: 35%[activator]; Sm TGR inh: 0%; FBPA Giardia inh: 5%

Results for O=C(COC(=O)c1cc(S(=O)(=O)NCc2ccccc2)ccc1O)NCc1ccccc1 ?
AmpC inh detg: -6%; AmpC inh no detg: -31%; HCMV inh: 10; AMA1 RON2 block: -3%; Sm TGR inh: -12%; FBPA Giardia inh: 9%

How did COC(=O)c1ccccc1NC(=O)/C=C/c1cc(OC)c(OC)c(OC)c1 do in these assays?
AmpC inh detg: -7%; AmpC inh no detg: 103%[activator]; HCMV inh: 43; AMA1 RON2 block: 9%; Sm TGR inh: 2%; FBPA Giardia inh: 0%

How did CC1CCN(CC(C)OC(=O)c2ccco2)CC1 (centres undefined) do in these assays?
AmpC inh detg: -7%; AmpC inh no detg: -8%; HCMV inh: -25; AMA1 RON2 block: -4%; Sm TGR inh: 10%; FBPA Giardia inh: -13%

What do the screens show for `OCCCc1nc2n(n1)C(c1ccccc1)C=C(c1ccc(F)cc1)N2` (centres undefined)?
AmpC inh detg: 3%; AmpC inh no detg: 45%; HCMV inh: -37; AMA1 RON2 block: 12%; Sm TGR inh: 20µM*; FBPA Giardia inh: -4%

How did Cc1ccccc1CNS(=O)(=O)c1c(C)[nH]c(C)c1C(=O)N1CCCCC1 do in these assays?
AmpC inh detg: 4%; AmpC inh no detg: -12%; HCMV inh: 11; AMA1 RON2 block: 0%; Sm TGR inh: -16%; FBPA Giardia inh: 6%

What do the screens show for `CCOc1ccc(CCNC(=O)C2CCCN(c3nn4c(=O)cc(C)nc4s3)C2)cc1` (centres undefined)?
AmpC inh detg: -6%; AmpC inh no detg: 16%; HCMV inh: inconclusive; AMA1 RON2 block: -9%; Sm TGR inh: 1%; FBPA Giardia inh: 0%

Results for O=C(CNCc1ccc(F)cc1)Nc1ccc(S(=O)(=O)N2CCOCC2)cc1 ?
AmpC inh detg: -5%; AmpC inh no detg: 8%; HCMV inh: -23; AMA1 RON2 block: -3%; Sm TGR inh: -13%
